CXCR6 block – inhibitors of human CXCR6 receptor. CHO-K1 PathHunter CXCR6 beta-arrestin, luminescence. inhibition, % at 20 µM. 360,000 tested, 0.36% active; in the data active = inhibition above about 34%, passing the limit was not always enough;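 note: antagonist mode with CXCL16 agonist at 10 nM final; 0% = 10 nM CXCL16 with DMSO and 100% = unstimulated wells without agonist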
Target sequence (O00574 whole entry, looked up): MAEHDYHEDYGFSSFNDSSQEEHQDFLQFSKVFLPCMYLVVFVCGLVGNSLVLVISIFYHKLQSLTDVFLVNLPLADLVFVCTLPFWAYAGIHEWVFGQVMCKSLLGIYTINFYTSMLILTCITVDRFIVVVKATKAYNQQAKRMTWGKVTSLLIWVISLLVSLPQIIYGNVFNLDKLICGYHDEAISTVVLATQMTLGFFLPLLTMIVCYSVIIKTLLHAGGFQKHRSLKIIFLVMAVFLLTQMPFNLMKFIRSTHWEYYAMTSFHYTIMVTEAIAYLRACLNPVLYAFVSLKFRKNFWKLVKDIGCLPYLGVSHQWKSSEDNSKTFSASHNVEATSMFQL
Gli-Sufu antag – blocks Gli-Sufu signaling in a luciferase reporter; 340,000 tested, 0.74% active; AID 588413; inhibition, % at 5 µM; Sufu-KO-LIGHT fibroblasts, Gli luciferase reporter luminescence;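 active = inhibition above about 55%, limit read from the data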;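 note: 0% = DMSO-treated cells and 100% = wells with medium but no cells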
MPTP block – permeability transition pore inhibition. isolated mouse mitochondria, Ca2+ swelling absorbance, 30 min. inhibition, % at 10 µM. 360,000 tested, 1.4% active;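 active = inhibition of 50% or more, scaled per plate between neutral and stimulator controls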;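 note: 0% = DMSO wells given calcium and 100% = 1 mM EGTA wells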
EBI2 antag – EBI2 (human) antagonism; P32249; EBI2 beta-arrestin recruitment, luminescence, 7a,25-OHC stimulated; inhibition, % at 5 µM; 360,000 tested, 0.81% active; in the data active = inhibition above about 38%;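 note: enzyme fragment complementation signal reports receptor beta-arrestin coupling in cells; 0% = agonist plus DMSO wells and 100% = wells without agonist; some results beyond the cut were filed as inactive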
Target sequence (P32249 whole entry, looked up, the tested form may be a part): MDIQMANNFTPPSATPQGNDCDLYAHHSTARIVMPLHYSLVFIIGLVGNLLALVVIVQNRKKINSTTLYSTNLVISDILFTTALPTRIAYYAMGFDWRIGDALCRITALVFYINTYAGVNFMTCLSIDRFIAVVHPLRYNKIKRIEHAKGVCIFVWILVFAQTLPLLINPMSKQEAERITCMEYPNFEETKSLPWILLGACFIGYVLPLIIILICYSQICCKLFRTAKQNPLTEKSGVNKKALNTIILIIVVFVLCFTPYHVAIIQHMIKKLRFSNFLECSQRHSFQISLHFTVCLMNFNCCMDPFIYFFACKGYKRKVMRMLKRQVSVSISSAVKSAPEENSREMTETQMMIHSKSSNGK
CCR6 antag – CCR6 (human) receptor antagonism; P51684; AID 493098; inhibition, % at 20 µM; CHO-K1 CCR6 PathHunter beta-arrestin, luminescence, CCL20-stimulated; 340,000 tested, 0.49% active;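 active = compounds whose inhibition of the agonist-driven luminescence signal at 20 µM reaches about 50%, limit read from the data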;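 note: cells stimulated with CCL20 at 14 nM final; plate controls were DMSO with CCL20 for no effect and DMSO without agonist for full effect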
Target sequence (P51684 whole entry, looked up): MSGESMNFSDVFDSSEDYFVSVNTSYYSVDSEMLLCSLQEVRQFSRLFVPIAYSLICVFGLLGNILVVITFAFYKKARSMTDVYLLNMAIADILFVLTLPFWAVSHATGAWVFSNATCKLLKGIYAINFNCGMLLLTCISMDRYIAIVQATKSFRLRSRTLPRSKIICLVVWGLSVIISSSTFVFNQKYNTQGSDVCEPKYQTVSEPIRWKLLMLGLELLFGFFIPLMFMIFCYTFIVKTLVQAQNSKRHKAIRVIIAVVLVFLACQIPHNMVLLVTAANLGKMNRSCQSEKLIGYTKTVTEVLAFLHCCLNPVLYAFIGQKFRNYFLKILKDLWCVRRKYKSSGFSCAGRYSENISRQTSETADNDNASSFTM
A3G deaminase – blocks human APOBEC3G single-stranded DNA deamination; Q9HC16; recombinant A3G, ssDNA deamination FAM/TAMRA fluorescence; inhibition, % at 20 µM; 330,000 tested, 0.28% active; AID 493012;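 active = inhibition of at least 40% at 20 µM, with no more than 30% in the related APOBEC3A deaminase screen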;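 note: plate controls were DMSO wells with A3G for no effect and wells lacking A3G enzyme for full effect; some compounds called inactive have numbers as strong as hits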
A3A deaminase – inhibitors of human APOBEC3A DNA deaminase | P31941 | recombinant A3A, FAM/TAMRA ssDNA deamination fluorescence | inhibition, % at 20 µM | 330,000 tested, 0.41% active | AID 493011;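 active = at least 40% inhibition at 20 µM here, with at most 30% in a related deaminase screen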;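 note: plate controls were A3A with DMSO for no effect and wells lacking A3A enzyme for full effect; some results filed as inactive read as strong as hits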
GRIN3A LBD mod – modulates the human NR3A ligand-binding domain | NR3A LBD differential scanning fluorimetry, Tm shift; 0% = protein alone, 100% = glycine-bound protein | Tm shift relative to glycine control, % at 25 µM | 340,000 tested, 2.5% active | AID 1259313;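 active = melting temperature shift of at least 10% of the positive control shift, at one fixed dose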
The depositor's hits bear a star; · = not tested or not shown.

SMILES	CXCR6 block	Gli-Sufu antag	MPTP block	EBI2 antag	CCR6 antag	A3G deaminase	A3A deaminase	GRIN3A LBD mod
CCOC(=O)C1(Cc2cccc(Cl)c2)CCCN(C2CCN(C(C)=O)CC2)C1 (centres undefined)	2	10	0.7	-5	2	-6	-1	-2
CCOc1cc(S(=O)(=O)n2cc(-c3ccc(F)cc3)c(N)n2)cc(OCC)c1OCC	9	17	-1.7	28	-2	-5	2	-17
Cc1ccc(NC(=O)C2=C(C(=O)O)CCCC2)cc1F	10	-5	-0.7	10	7	-6	0	-1
Fc1ccc(CNCCC(Cc2ccccc2)c2ccco2)cc1 (centres undefined)	5	5	15	5	16	-1	-2	3
O=C(O)c1cc(OCc2ccccc2)cc(OCc2ccccc2)c1	10	7	1.1	5	-5	-6	-1	-1
CCO[C@H]1OC(C(=O)NC2CC2)=C[C@@H](c2ccc3c(c2)OCO3)[C@@H]1CCCO	8	-1	0.0	0	0	-10	-6	-1
NS(=O)(=O)c1cccc(NC(=O)COC(=O)c2ccccc2C(=O)c2ccccc2)c1	-3	23	-0.5	-11	18	-5	-1	0
CCOc1ccc(/C=C2\SC(=O)N(c3ccc(O)cc3)C2=O)cc1OC	·	-1	·	·	13	-6	-1	-4
CCC(=O)NCc1csc(-c2cccs2)n1	-4	-13	-0.5	-13	9	-8	-2	2
Cc1cccc(C)c1NC(=O)CNC(=O)c1ccc(NS(=O)(=O)c2ccc3[nH]c(=O)[nH]c3c2)cc1	-4	-4	1.6	-13	-4	-10	0	0
COc1ccc(-c2cc(-c3ccccc3)c(C#N)c(SCC(=O)Nc3ncc(C)s3)n2)cc1	11	-2	4.1	10	1	-8	-3	-6
O=CNC(=O)c1ccccc1C(=O)O	4	6	-1.9	1	-10	-1	1	0
O=S(=O)(c1ccccc1)N1CCN=C1SCc1ccc(Cl)c(Cl)c1	0	36	3.9	16	19	-7	-6	-9
O=C(NCc1ccc2c(c1)OCO2)C1CCN(S(=O)(=O)N2CCCCC2)CC1	-2	-3	0.2	5	8	-5	2	-4
Cc1ccc(NC(=O)c2cnn(-c3ccccc3)c2NC(=O)c2ccco2)cc1C	-3	6	0.1	3	15	-8	-4	-33
COC(=O)c1ccc2c(c1)S(=O)(=O)NC(=NCCCN1CCOCC1)S2	-2	4	0.8	-4	3	-3	1	-1
NC12NC(=O)C3(O)C4C5CC(C6C5C3C61)C42 (centres undefined)	2	-9	4.0	11	-8	-3	-5	1
COc1ccc(-c2nn(-c3ccccc3)cc2C(=O)OCC(=O)c2ccc(C)c([N+](=O)[O-])c2)cc1	1	5	2.2	7	3	-5	-4	2
COCCn1c(C)cc(C(=O)COC(=O)/C=C/c2cccc(OC)c2)c1C	7	0	-1.1	3	20	-1	1	0
CN(C)c1ccsc1C(=O)NNS(=O)(=O)c1ccc(Cl)cc1	-2	6	3.2	-1	7	6	-2	1
CCCCN(CCCC)C(=O)C1(P(=O)(c2ccccc2)c2ccccc2)CCC1	4	8	-2.5	2	15	-1	-3	4
Cc1[nH][nH]c(=O)c1C(c1c(C)[nH][nH]c1=O)c1cn(Cc2ccc(Cl)c(Cl)c2)c2ccccc12	54*	2	-0.7	31	77*	·	·	-8
O=C(CCc1nnc(-c2ccc3c(c2)OCO3)o1)NC(c1ccccn1)C(F)(F)F (centres undefined)	10	3	-0.6	-4	-2	-5	-2	-4
O=C(COc1cccc(C(F)(F)F)c1)NCCCN1CCCC1=O	8	4	-1.6	8	3	-4	0	-2
Cc1c(Cl)cccc1NC(=S)NCCc1ccccn1	0	4	-0.1	0	1	-6	-3	2

The list continues.
SMILES	CXCR6 block	Gli-Sufu antag	MPTP block	EBI2 antag	CCR6 antag	A3G deaminase	A3A deaminase	GRIN3A LBD mod
COc1ccccc1CC(=O)N1CCN(c2ccccn2)CC1	-1	2	-2.8	3	-18	-2	-1	0
O=C(Nc1oc2ccc(Cl)cc2c(=O)c1-c1ccc(F)cc1)c1ccco1	3	-14	1.8	1	3	-6	-5	-8
COc1ccc(N(Cc2ccccc2)C(=O)c2ccccc2[N+](=O)[O-])cc1	2	-11	-0.2	0	17	-7	-2	2
COc1ccc(S(=O)(=O)N2CCN(C3CCN(Cc4ccccc4)CC3)CC2)cc1	10	5	-0.6	-10	-2	-5	0	0
COc1ccc(Cn2nnc3ccccc32)cc1	1	0	-1.0	-12	0	-4	6	-1
CSCCOC(=O)C1=C(C)NC(=O)CC1c1ccccc1Cl (centres undefined)	0	3	1.6	9	18	-4	0	1
CC(C(=O)O)N1C(=O)CSc2ncccc21 (centres undefined)	-14	3	4.6	2	-5	0	-1	-1
CC(=O)N1c2ccc(S(=O)(=O)N(C)CC(=O)NCc3ccc(C)cc3)cc2CC1C (centres undefined)	-3	19	-0.6	4	10	-3	-7	-1
CO[C@@]1(NC(=O)Cc2cccs2)C(=O)N2C(C(=O)O)=C(COC(N)=O)CS[C@@H]21	6	3	-1.9	-4	7	8	20	-1
C=C(C)c1cccc(C(C)(C)NC(=O)N2CCN(C/C=C/c3ccccc3)CC2)c1	2	0	-0.7	32	-2	-6	2	-3
NC(=O)NS(=O)(=O)Oc1ccccc1	7	-13	-0.3	1	-4	-5	-4	0
Cc1onc(-c2c(Cl)cccc2Cl)c1C(=O)N1CCCCC1	1	-8	0.0	-2	-5	-5	-1	0
CCc1ccccc1N(C)S(=O)(=O)c1ccc2[nH]cc(C(=O)N3CCc4ccccc43)c(=O)c2c1	-3	25	64*	-3	7	1	5	2
COc1cccc(/C=N/n2c(COc3ccccc3)n[nH]c2=S)c1	4	-16	0.6	-3	13	8	0	0
Cc1cccc(Oc2coc3cc(O)ccc3c2=O)c1	-4	-26	-0.4	5	-5	0	-5	-1
CN(C(=O)COc1ccccc1)c1nnc(-c2ccncc2)s1	-3	-8	0.0	-1	-4	2	0	-7
CCCn1c(N)c(N(CCOC)C(=O)c2cccc(C(F)(F)F)c2)c(=O)[nH]c1=O	0	-10	-0.9	-2	16	-2	0	0
COc1ccc(OCCSc2nnc(CCNC(=O)c3ccc(OC)cc3)n2C)cc1	-3	0	-0.1	10	3	-5	-2	1
CCOC(=O)c1cccc(NC(=O)C2CCCN(S(=O)(=O)c3c(C)n[nH]c3C)C2)c1 (centres undefined)	-2	-1	1.3	-5	-9	0	1	6
Cc1cc(C)n(CCNS(=O)(=O)c2ccc(C)c(C)c2)n1	-3	-18	0.3	-1	-4	-10	-4	-1
Nc1nnc(SCC(=O)NC2CCCC2)s1	5	-2	-0.4	-10	2	-4	-5	1
COc1ccc(N2CCN(c3ncnc4nc[nH]c34)CC2)cc1	-12	-2	0.1	-2	-14	2	0	0
CC(C)(C)C(=O)Nc1ccccc1C(=O)NCCCn1ccnc1	5	2	-0.3	-11	-4	-6	-1	1
Cc1nnc(SCC(=O)NCC(=O)Nc2ccc(F)c(F)c2F)n1Cc1ccccc1	3	0	-0.8	-6	9	-4	8	0
COc1ccc(-c2c(-c3cccc(C)c3)oc3ccc(-c4ccc5c(c4)OCO5)cc23)cn1	-4	0	1.2	9	13	27	3	-5

(cont.)
SMILES	CXCR6 block	Gli-Sufu antag	MPTP block	EBI2 antag	CCR6 antag	A3G deaminase	A3A deaminase	GRIN3A LBD mod
Cc1cc(NC(=O)CSc2nc3ccccc3n2CC(=O)N2CCC(C)CC2)no1	-4	12	-2.8	8	-3	13	2	-5
CCOC(=O)C1(Cc2cccc(OC)c2)CCN(Cc2cccnc2)CC1	3	20	-0.3	1	5	-2	-3	-2
CCCS(=O)(=O)N1CCN(CCN2C(=O)c3cccc4cccc(c34)C2=O)CC1	-3	14	-1.5	-1	8	-1	6	1
CS(=O)(=O)N1CCN(c2ccccc2[N+](=O)[O-])CC1	-3	5	-0.9	5	3	-8	-5	1
C=CCn1c(C)nc2c(sc3nc4c(cc32)COC(C)(C)C4)c1=O	2	-48	1.9	-4	7	-8	-4	-4
CC(OC(=O)c1cnccn1)C(=O)c1ccccc1 (centres undefined)	-2	-4	0.7	4	8	-8	-1	0
CCOc1ccc(NC(=O)NCc2cccnc2)cc1	-6	-9	0.5	-4	2	-4	0	-6
CC(C)NS(=O)(=O)c1ccc(NC(=O)CCc2ccccc2)cc1	-4	0	1.6	-6	5	1	1	-3
COc1ccc(-c2csc(/C(C#N)=C\c3ccc(O)c([N+](=O)[O-])c3)n2)cc1OC	28	33	99*	8	45	-3	-1	-4
C=CCOC(=O)C1=C[C@@H](c2ccc(C(F)(F)F)cc2)[C@H](CCCO)[C@@H](OCC)O1	6	17	1.1	6	10	-8	-4	2
CCOc1nsc(OCC)n1	6	1	-0.5	-7	-6	-1	4	1
c1ccc(N2CCOCCOCCOCCOCC2)cc1	4	-4	0.7	-3	-18	5	-3	1
CCN(CC)c1ccc(C(=O)OCC(=O)NCC2CCCO2)cc1 (centres undefined)	-2	3	4.0	-2	-10	2	2	-1
CCOc1cc(/C=N/NC(=O)c2cccs2)ccc1OC(=O)N1CCOCC1	-10	22	4.0	7	-6	-3	-1	-5
Cc1ccc(-c2cc(C#N)c(=O)n(Cc3c(Cl)cccc3Cl)c2)cc1	5	8	-0.6	47*	-3	-7	0	1
COc1ccc(C(=O)CC(=O)C(=O)Nc2ccccc2)cc1	4	·	3.2	11	24	-7	-4	-3
CC1CCCC(C)N1CCCNC(=O)Cn1ncc2c3ccccc3n(C)c2c1=O (centres undefined)	3	9	-0.7	-11	13	-6	-2	0
O[C@@H](CNC[C@H](O)c1ccccc1)c1ccccc1	-5	4	-0.8	-4	2	-5	0	1
CCCc1cc(C(=O)Nc2ccccc2SC)no1	-1	-19	0.7	-2	6	-7	-6	6
Cc1ccc(C(=O)CC2(O)C(=O)N(C)c3ccccc32)s1 (centres undefined)	-6	5	0.4	-1	-6	-6	0	0
COC(=O)C1(CCSC)NC(c2ccccc2OC)C2C(=O)N(C)C(=O)C21 (centres undefined)	-1	1	1.0	-11	14	-2	-3	2
O=C(NCC1CCCCC1)c1cc(Br)ccc1Cl	0	-30	2.2	10	22	-10	-4	-1
Cc1nc2ccccn2c1C(=O)NN=C1CCN(C)CC1	9	-17	-1.3	-4	-6	7	-2	0
CNC(=S)N1CCc2cc(OC)c(OC)cc2C1	2	4	1.0	-2	0	-6	-5	-1
Brc1ccc(-c2nc(-c3ccncc3)no2)o1	2	-55	-1.4	1	8	-5	-4	0

Three of the entries above in order of their number in A3A deaminase, smallest number first:
canonical_smiles | CXCR6 block | MPTP block | EBI2 antag | CCR6 antag | A3G deaminase | A3A deaminase | GRIN3A LBD mod
Brc1ccc(-c2nc(-c3ccncc3)no2)o1 | 2 | -1.4 | 1 | 8 | -5 | -4 | 0
COc1ccc(-c2csc(/C(C#N)=C\c3ccc(O)c([N+](=O)[O-])c3)n2)cc1OC | 28 | 99* | 8 | 45 | -3 | -1 | -4
CCOc1ccc(NC(=O)NCc2cccnc2)cc1 | -6 | 0.5 | -4 | 2 | -4 | 0 | -6

(continued)
SMILES	CXCR6 block	Gli-Sufu antag	MPTP block	EBI2 antag	CCR6 antag	A3G deaminase	A3A deaminase	GRIN3A LBD mod
COC(=O)c1cc(S(=O)(=O)Nc2cccc(C)c2C)cn1C	-3	18	0.1	-3	0	-4	1	0
O=C1[C@H]2[C@@H](C3CC3)N3C(=O)CN(CC4CC4)C(=O)[C@@]3(Cc3ccccc3)[C@H]2C(=O)N1c1ccccc1	9	2	-1.4	-6	13	2	1	2
O=Cc1ccc(-c2ccc(Cl)cc2Cl)[nH]1	-4	-6	-0.6	-3	-1	-4	-5	-1
CC(=O)c1cccc(Nc2cc(C)nc3ccc(C)cc23)c1	0	7	4.8	1	17	-2	7	-1
O=C(CCS(=O)(=O)c1ccc(F)cc1)Nc1nnc(-c2cccs2)o1	-7	-16	-0.6	-27	11	-11	-3	2
O=C(CN1C(=O)COc2ccccc21)N(CCCN1CCOCC1)CC1CC=CCC1 (centres undefined)	4	-5	-4.0	3	12	-7	-4	-2
O=C(CSc1nnc(-c2ccncc2)o1)c1ccc2c(c1)OCCO2	3	10	1.2	-10	1	3	2	0
COc1ccc(N2CCN(S(=O)(=O)c3c(C)n(C)c(=O)n(C)c3=O)CC2)cc1	7	-8	-0.3	-3	4	-7	-8	11*
CC1CCC(NS(=O)(=O)c2ccc3c(c2)n(C)c(=O)c(=O)n3C)CC1 (centres undefined)	-2	4	1.1	-6	-3	-4	0	1
